GPR55 LPI antagonism = inhibition of LPI-stimulated GPR55 beta-arrestin translocation – imaging, U2OS, beta-arrestin-GFP, LPI agonist, primary screen (AID 2013). U2OS GPR55 beta-arrestin-GFP translocation imaging, LPI antagonism; higher % means a stronger effect. inhibition, % at 10 µM; hits with a dose series show IC50 in µM. actives 0.13% (n = 290,000);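 active = spots per cell inhibited over 60%, with over 100 cells counted and total cytoplasm intensity under 500,000; inconclusive = wells with under 100 cells, flagged as likely toxic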;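 also: U2OS cells stably carrying GPR55 and arrestin-GFP stimulated by 5 µM LPI near EC80; imaged beta-arrestin-GFP aggregate spots per cell after agonist stimulation; plate controls were LPI-stimulated DMSO wells for no effect and DMSO wells without LPI for full effect; some results filed as inactive read as strong as hits; confirmed hits need IC50 under 10 µM and bright autofluorescent wells are also inconclusive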
Large T inhibition = TAg ATPase/helicase activity blockers – biochemical (AID 1903); SV40 large T antigen ATPase/helicase inhibition assay; higher % means a stronger effect; one-dose inhibition, % at 20 µM; IC50 in µM for titrated hits; actives 0.39% (n = 310,000); in the data active = a potency from the dose series; inconclusive = inhibition mostly from about 32% at the one dose, without a potency; inactive = the rest, 99 in 100 with inhibition below about 32%; also: strong numbers were not always called active
Rac1 GTP hydrolysis = MgcRacGAP GTPase-activating activity inhibitors, confirmation, biochemical, ADP Hunter fluorescence; actives 0.6% (n = 340,000); AID 624330; MgcRacGAP-stimulated Rac1 GTP hydrolysis, ADP Hunter fluorescence; higher % means a stronger effect; GST-tagged Rac1 F28L mutant substrate; one-dose inhibition, % at 30 µM; IC50 in µM for titrated hits;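 active = first-screen hits whose inhibition reached a set limit at any dose in the follow-up dose series; inconclusive = inhibition above the set first-screen limit but never retested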;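 also: fluorescence reports GDP produced by GAP-driven GTP hydrolysis; strong numbers were not always called active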
K1F lysis inhibition = inhibition of K1F phage lysis, E. coli UTI89, bacterial capsule biogenesis inhibitors, alamar blue (AID 488966). E. coli UTI89 K1F phage lysis, alamar blue, 2 h; higher % means a stronger effect. one-dose inhibition, % at 100 µM; IC50 in µM for titrated hits. actives 0.02% (n = 340,000);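 active = phage lysis inhibition, versus mean bacterial control, above a set limit; inconclusive = no clear call, values can overlap the other calls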;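 also: capsule biogenesis inhibitors block K1F phage lysis so surviving cells raise fluorescence; higher fluorescence means more inhibition of phage lysis; actives were called in the ten point dose series up to 300 µM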
Dengue-2 NS5 capping = Dengue-2 NS5 methyltransferase inhibitors, primary screen, biochemical, confirmation dose response (AID 588689); one-dose inhibition, % at 25 µM; IC50 in µM for titrated hits; Dengue-2 NS5 methyltransferase capping enzyme assay, biochemical; higher % means a stronger effect; actives 0.3% (n = 340,000); in the data active = a potency from the dose series; inconclusive = inhibition above about 29% without an active follow-up result
HIV fusion peptide = cell-free HIV fusion peptide-binding blockers – biochemical, uHTS, fluorescence dequenching, primary screen (AID 1986); cell-free peptide binding, fluorescence dequenching, 30 min; higher % means a stronger effect; one-dose inhibition, % at 20 µM; IC50 in µM for titrated hits; actives 0.3% (n = 290,000); in the data active = inhibition mostly above about 52%, no sharp cut-off; inactive = mostly below about 76%; also: some results filed as inactive read as strong as hits
RSV antiviral HEp-2 = inhibition of RSV-induced cytopathic effect – HEp-2 cells, primary 10 µM value included (AID 2391). actives 0.13% (n = 310,000). HEp-2 cells, RSV-induced CPE inhibition; higher % means a stronger effect. one-dose CPE inhibition, % at 10 µM; IC50 in µM for titrated hits; in the data active = a potency from the dose series; inconclusive = CPE inhibition mostly from about 23% at the one dose, without a potency; inactive = the rest, 99 in 100 with CPE inhibition below about 21%; also: strong numbers were not always called active
Salmonella PhoP GFP = inhibitors of PhoP regulon expression, primary screen, Salmonella Typhimurium, GFP reporter (AID 1863) | S. Typhimurium PhoP-regulated promoter GFP reporter, 4 h; higher % means a stronger effect | one-dose inhibition, % at 50 µM; IC50 in µM for titrated hits | actives 0.16% (n = 300,000);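 active = inhibition over 29.93%, a cutoff 3 SD above the screen mean, later confirmed by dose response; inconclusive = inhibition over 29.93% but no dose response follow-up; inactive = inhibition at most 29.93% or unconfirmed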;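 also: 0% = low Mg2+ inducing control and 100% = high Mg2+ repressing control; strong numbers were not always called active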
GPR35 arrestin U2OS = inhibition of zaprinast-stimulated GPR35 beta-arrestin translocation – imaging, U2OS, beta-arrestin-GFP, zaprinast agonist, primary screen (AID 2058); U2OS GPR35 beta-arrestin-GFP translocation imaging, zaprinast antagonism; higher % means a stronger effect; one-dose inhibition, % at 10 µM; IC50 in µM for titrated hits; actives 0.052% (n = 290,000);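 active = inhibition of at least 50% with at least 30 cells and total cytoplasm GFP at most 10,000,000; inconclusive = under 30 cells or total GFP of 10,000,000 plus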
Dengue-2 NS5 capping pilot replicate = also measured in Dengue-2 NS5 capping; calls as there; inhibition, %; measured here: pilot screen replicate inhibition
* marks the source's active call; other numbers are inactive results; ? = inconclusive; nt = no result given; [ ] = dose if it differs, or a comment.

SMILES | GPR55 LPI antagonism | Large T inhibition | Rac1 GTP hydrolysis | K1F lysis inhibition | Dengue-2 NS5 capping | HIV fusion peptide | RSV antiviral HEp-2 | Salmonella PhoP GFP | GPR35 arrestin U2OS | others
COc1ccccc1CC(=O)N(Cc1ccccc1)c1ccc(C)cc1 | 12% | 20% | 10% | -0.3% | -6% | 1.6% | 8.4% | -8% | -4%
CCc1cccc2c(C(=O)COC(=O)c3ccc(O)cc3)c[nH]c12 | 14% | 5% | 6% | 0.4% | -3% | 1.8% | ? | 5% | 23%
COCCCNC(=O)c1cn(C)c(=O)c2cc(OC)c(OC)cc12 | 4% | 11% | 3% | 0.4% | 3% | -1.8% | 1.4% | -8% | -2%
Cc1cc(C)cc(NC(=S)NC(=O)CCN2C(=O)c3ccccc3C2=O)c1 | -2% | 15% | -6% | 2.9% | 3% | 1.0% | 0.0% | -11% | -2%
Cc1ccc(NC(=O)C2CCCN(C(=O)c3ccc(Cl)cc3)C2)cc1C (configuration not stated) | 5% | 7% | 3% | -0.2% | -13% | -2.2% | -1.2% | -1% | -5%
CCOC(=O)c1ccc(NS(C)(=O)=O)cc1 | 1% | -1% | 9% | -0.4% | 6% | -2.6% | 0.5% | -1% | -5%
CCOC(=O)c1c(S(=O)(=O)NCC(=O)N2CCN(c3ccccc3OC)CC2)c(C)n(C)c1C | -5% | 7% | 11% | -0.1% | -12% | -0.8% | 0.5% | 5% | 16%
OCC1(CCOc2ccccc2)CCN(C2Cc3ccccc3C2)CC1 | 83% | 23% | -1% | 0.6% | -5% | -1.0% | -0.3% | 2% | -5%
CCc1cc(=O)oc2cc(OC(=O)c3ccco3)ccc12 | -10% | -2% | 6% | -0.2% | -5% | -0.4% | 0.5% | -6% | -17%
Cc1ccccc1/C(N)=N/OC(=O)/C=C/c1ccccc1 | 19% | -2% | 6% | -0.1% | -5% | 1.4% | -1.1% | -4% | -8% | Dengue-2 NS5 capping pilot replicate=4.2
COc1ccccc1NC(=O)C1=C(C)Nc2nc(-c3cccs3)nn2C1c1cccc(O)c1 (configuration not stated) | 16% | 2% | 3% | -0.1% | 3% | -1.9% | 0.8% | 11% | -10%
CCOC(=O)c1ccc(N2CCN(C(C)=O)CC2)c(NC(=O)c2cccnc2)c1 | 17% | 4% | -4% | 0.2% | -4% | 1.3% | 0.6% | 14% | 6%
COc1ccc(CCNC(=O)CSc2nc3c(c(=O)n(C)c(=O)n3C)n2C)cc1OC | 0% | 6% | 9% | 1.4% | -6% | 0.4% | 1.7% | -3% | 0%
CC(C)C(CC(=O)N1CCCCC1)C1CCOC(C)(C)C1 (configuration not stated) | -6% | 13% | 2% | 0.4% | -1% | 0.0% | -0.7% | -4% | 0%
O=C(COC(=O)C12CC3CC(CC(C3)C1)C2)Nc1nccs1 | 0% | -5% | 2% | 0.1% | -3% | 1.7% | 0.3% | -7% | 0%
O=C(NC1CCN(S(=O)(=O)c2ccc(F)cc2)CC1)c1ccco1 | -5% | 3% | 5% | -0.1% | -8% | -0.6% | 0.5% | -1% | 11%
COc1cc(OC)nc(Oc2ccccc2C(=O)Oc2ccccc2Cl)n1 | 5% | 7% | 14% | 0.2% | -5% | -1.4% | 1.6% | 0% | 10%
Clc1cccc(-c2cc3nc4c(c(NCc5ccco5)n3n2)CCCC4)c1 | 4% | 3% | 8% | 0.1% | -5% | 0.9% | 17% | 15% | 12%
Cc1nn(C(=O)c2cccnc2)c(C)c1Sc1ccccc1 | 4% | 11% | 10% | 2.1% | -8% | 1.5% | 4.9% | 11% | -5%
COC(=O)c1ccc(CN2CCCC(CCC(=O)NCc3ccc(C)o3)C2)cc1 (configuration not stated) | 21% | 9% | 2% | 2.5% | -6% | -0.4% | -0.5% | -1% | 0%
N/C(=N\OC(=O)c1cccs1)c1ccc(Cl)cc1 | -10% | 13% | nt | nt | nt | 0.1% | 0.3% | 2% | -5%
Cc1ccc(NC(=O)C(C)c2cccc(C(=O)c3ccccc3)c2)cc1 (configuration not stated) | -5% | 14% | 16% | 0.0% | 3% | -6.4% | 0.1% | -7% | 16%
O=c1c2ccccc2[nH]c2ccc(O)cc12 | -2% | 9.2µM* | ? | -0.8% | ? | 29% | 4.8% | -2% | 2%
CNC(=S)N1CCN(c2ccccn2)CC1 | 3% | 8% | 10% | 4.5%[50 µM] | -1% | 2.3% | 0.7% | -16% | 2%

Reprinted at random: four compounds from above
SMILES | GPR55 LPI antagonism | Large T inhibition | Rac1 GTP hydrolysis | K1F lysis inhibition | Dengue-2 NS5 capping | HIV fusion peptide | RSV antiviral HEp-2 | Salmonella PhoP GFP | GPR35 arrestin U2OS | others
O=C(NC1CCN(S(=O)(=O)c2ccc(F)cc2)CC1)c1ccco1 | -5% | 3% | 5% | -0.1% | -8% | -0.6% | 0.5% | -1% | 11%
CC(C)C(CC(=O)N1CCCCC1)C1CCOC(C)(C)C1 (configuration not stated) | -6% | 13% | 2% | 0.4% | -1% | 0.0% | -0.7% | -4% | 0%
N/C(=N\OC(=O)c1cccs1)c1ccc(Cl)cc1 | -10% | 13% | nt | nt | nt | 0.1% | 0.3% | 2% | -5%
Cc1nn(C(=O)c2cccnc2)c(C)c1Sc1ccccc1 | 4% | 11% | 10% | 2.1% | -8% | 1.5% | 4.9% | 11% | -5%

Later entries.
SMILES | GPR55 LPI antagonism | Large T inhibition | Rac1 GTP hydrolysis | K1F lysis inhibition | Dengue-2 NS5 capping | HIV fusion peptide | RSV antiviral HEp-2 | Salmonella PhoP GFP | GPR35 arrestin U2OS | others
COc1ccc(-c2noc(CSc3ccccc3)n2)cc1OC | 14% | 19% | 4% | 0.2% | -2% | -2.4% | 9.0% | 6% | 14%
O=C(c1ccc(-c2ccccc2)cc1)N1CCCC1 | 7% | 3% | 5% | 6.6% | -4% | -0.2% | 1.3% | 7% | -1%
O=C(O)C1Nc2ccc(Br)cc2C2C=CCC12 (configuration not stated) | 2% | ? | ? | -0.2% | 56% | 11µM* | 6.1% | 2% | -18%
COc1ccc(NC(=O)c2ccc(NC(=O)c3cccs3)cc2)cc1 | 3% | 1% | 3% | -1.6%[50 µM] | -3% | 4.7% | 0.6% | 5% | -5%
O=S(=O)(O)c1cc2oc(-c3ccccc3)nc2c2ccccc12 | nt | 12% | 4% | 0.1% | -7% | nt | 0.2% | 3% | nt
O=S1(=O)[C@H]2C[C@@H]3CC[C@]2(CN1Cc1cccc(F)c1)O3 | 7% | -1% | 2% | -2.4% | -1% | 1.9% | 1.3% | -4% | -21%
COc1ccc(CCNC(=O)C2CC(=O)N(c3ccc(C)cc3)C2)cc1 (configuration not stated) | 11% | 1% | 3% | 0.2% | 0% | -1.5% | 0.0% | 4% | 10%
Cc1cccc2cc(CN(CCc3ccccc3)C(=O)N3CCOCC3)c3nnnn3c12 | 5% | 11% | 4% | 0.7% | -1% | 0.2% | 3.4% | 0% | 17%
Cc1cccc(C(C)C)c1NC(=O)COC(=O)CNS(=O)(=O)c1ccccc1 | nt | 11% | 7% | 1.6%[50 µM] | 0% | nt | -1.4% | -2% | nt
O=C(CSc1nnc(Cc2cc(=O)[nH]c(=O)[nH]2)n1-c1ccc(Cl)cc1)NC1CCCC1 | -11% | 16% | 1% | -0.1% | 0% | 2.3% | 0.9% | 3% | 17%
Clc1ccc(-c2nnc(-c3ccco3)o2)cc1 | 23% | 19% | 8% | 0.4% | -1% | 9.7% | 2.4% | 8% | 5%
CN(C)c1ccc(/C=N\NC(=O)CC#N)cc1 | 16% | 19% | 9% | -0.8% | -4% | 0.2% | 6.5% | 1% | -7%
O=C(N/N=C/c1c[nH]c2ccccc12)c1ccc([N+](=O)[O-])cc1Cl | 0% | 17% | 14% | 0.1% | -6% | -2.5% | 1.6% | nt | 2%
CC(C)N=C(NC#N)SCc1ccc(F)cc1 | 1% | -1% | 3% | 2.1% | -10% | -1.6% | -0.3% | -3% | 18%
O=c1c2c3c(sc2nc2n1N=C(c1cccs1)CS2)CCCC3 | 26% | 3% | 8% | 0.2% | 2% | -0.8% | 0.0% | 4% | 5%
O=C(Nc1ccc(-c2cn3ccccc3n2)cc1)c1ccc(Cl)cc1 | nt | 3% | 6% | 0.7% | -3% | 1.8% | 3.7% | 0% | -3%
CC(Oc1cccc(Cl)c1)C(=O)Nc1ccc(S(=O)(=O)Nc2ncccn2)cc1 (configuration not stated) | nt | 25% | 7% | 0.8%[50 µM] | -19% | nt | 0.3% | -3% | nt
CC(=O)NC1=NN(C(C)=O)C(c2ccccc2)S1 (configuration not stated) | -4% | nt | 5% | -0.2% | -4% | 0.1% | 0.8% | nt | 15%
C(=N\N1CCN(C(c2ccccc2)c2ccccc2)CC1)/c1ccc2c(c1)OCO2 | 10% | nt | 5% | 0.4% | -4% | -1.4% | ? | nt | 1%
Cc1[nH]c2ccccc2c1/C=C(\C#N)C(=O)NC(C)c1ccccc1 (configuration not stated) | -7% | 17% | 3% | 6.9% | -6% | -1.5% | 1.8% | 17% | -1%
CCOC(=O)N1CCN(C(=O)c2cc(-c3ccc(OCC)cc3)nc3ccccc23)CC1 | 1% | 2% | 10% | -1.6% | 2% | 1.3% | 1.6% | -8% | -1%
CCCc1cc(-c2n[nH]c(=S)n2C(C)c2ccccc2)cs1 (configuration not stated) | 21% | 8% | 9% | 0.5% | -2% | 0.9% | -0.8% | 8% | 5%
Cc1cc(CNC(=O)c2ccc3oc(C(C)C)nc3c2)nn1C | -4% | -5% | -14% | 15% | -6% | 0.1% | 0.8% | 0% | 8%
COc1ccc(Br)cc1CN(C)C(=O)Cc1ccc(OC)c(S(=O)(=O)N2CCOCC2)c1 | nt | nt | 5% | 0.4%[50 µM] | 4% | nt | 0.4% | nt | nt
CC(C)OCCCNCc1cccs1 | 14% | 11% | 14% | 0.9% | 5% | 0.1% | 1.8% | 2% | 6%
COC(=O)c1cccc(NC(=O)c2cccc(OC)c2)c1 | -16% | 3% | 10% | 2.0% | -3% | 3.1% | 2.1% | 6% | -4%
[O-][n+]1c2c(c3c4non(O)c4ccc31)CCCC2 | 1% | 21% | 22% | 3.5% | 6% | 3.6% | 11% | 14% | 2%

Source: PubChem (several laboratories)
